Pol beta inh: DNA polymerase beta (human) inhibition; Pol beta primer extension/strand displacement, fluorescence kinetic; 1.3% of 340,000 active; Potency, µM (titrated, usually from 114 µM), inactives show top-dose activity change, negative = inhibition, hits mostly inhibitors; P06746; also: % is scaled to controls: 0 for no effect and ±100 for the full control effect
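Preincubation: enzyme (10 nM) with compound, 15 min, RT. Reaction: substrate added to 50 nM final. Reads: 0 and 10 min. Analysis: normalized, Hill fit.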
BLM helicase inh: Bloom syndrome helicase (human) inhibition. 0.2% of 350,000 active. Potency, µM (titrated, usually from 56.1 µM), inactives show top-dose activity change, negative = inhibition, usual class: inhibitors. AID 2528. recombinant BLM DNA unwinding, fluorescence dequenching. P54132;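 also: plate controls were vehicle for no effect and no enzyme for full effect; nearly all actives have a fitted effect of over 35% in size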
POLI inh: blocks human DNA polymerase iota activity; Q9UNA4; Pol iota fluorescent replication assay, 10 min; AID 588590; 1% of 390,000 active; Potency, µM (titrated, usually from 115 µM), for inactives: top-dose activity, negative = inhibition, actives largely listed as inhibitors
Target sequence (Q9UNA4 whole entry, looked up): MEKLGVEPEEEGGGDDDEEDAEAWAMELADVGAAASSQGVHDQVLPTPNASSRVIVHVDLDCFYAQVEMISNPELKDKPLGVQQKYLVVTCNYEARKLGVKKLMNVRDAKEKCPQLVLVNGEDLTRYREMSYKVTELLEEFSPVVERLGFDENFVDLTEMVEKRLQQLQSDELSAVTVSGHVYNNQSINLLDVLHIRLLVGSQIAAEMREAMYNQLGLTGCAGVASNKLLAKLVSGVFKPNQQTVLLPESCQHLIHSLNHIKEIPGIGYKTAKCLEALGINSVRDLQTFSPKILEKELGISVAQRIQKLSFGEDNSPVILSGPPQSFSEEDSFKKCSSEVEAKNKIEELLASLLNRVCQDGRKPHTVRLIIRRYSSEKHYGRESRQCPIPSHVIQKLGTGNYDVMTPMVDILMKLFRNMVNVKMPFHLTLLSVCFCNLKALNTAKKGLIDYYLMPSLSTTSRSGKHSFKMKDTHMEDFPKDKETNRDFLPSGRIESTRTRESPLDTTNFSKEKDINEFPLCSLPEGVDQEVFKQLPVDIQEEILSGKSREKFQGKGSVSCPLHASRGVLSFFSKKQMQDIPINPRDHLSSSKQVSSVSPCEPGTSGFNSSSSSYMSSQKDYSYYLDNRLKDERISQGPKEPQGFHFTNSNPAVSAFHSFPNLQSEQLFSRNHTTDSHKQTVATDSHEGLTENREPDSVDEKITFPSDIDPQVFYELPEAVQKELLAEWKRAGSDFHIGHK
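Fluorescent replication assay read twice, at 0 min and 10 min after adding 50 nM (final) substrate. Enzyme (10 nM) and compounds were first incubated 15 min at room temperature; enzyme-free buffer wells were negative controls.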
APEX1 inh: inhibitors of human APE1 endonuclease | P27695 | recombinant APE1, TAMRA/BHQ-2 abasic DNA cleavage fluorescence | Potency, µM (doses to about 65.8 µM), without a hit: top-dose activity change, negative = inhibition, most hits filed as inhibitors | 0.35% of 350,000 active | AID 2517;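 also: plate controls were vehicle for no effect and reference inhibitor for full effect; nearly all actives have a fitted effect of over 55% in size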
Target sequence (P27695 whole entry, looked up): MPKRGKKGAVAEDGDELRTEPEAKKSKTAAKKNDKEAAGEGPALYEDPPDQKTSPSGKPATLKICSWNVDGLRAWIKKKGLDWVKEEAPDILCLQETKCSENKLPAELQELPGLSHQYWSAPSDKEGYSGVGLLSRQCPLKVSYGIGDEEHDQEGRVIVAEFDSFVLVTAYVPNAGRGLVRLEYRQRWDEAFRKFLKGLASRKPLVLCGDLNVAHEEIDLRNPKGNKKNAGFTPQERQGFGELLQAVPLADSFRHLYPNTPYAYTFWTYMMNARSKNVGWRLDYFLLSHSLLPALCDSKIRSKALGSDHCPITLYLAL
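Kinetic fluorescence read (525 ex/598 em nm, three reads 60 s apart) of AP-site incision; signal = third minus first read. Enzyme 0.75 nM, dual-labelled THF duplex 50 nM, compound preincubation 15 min RT.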
G9a block: inhibitors of human histone lysine methyltransferase G9a; 8.8% of 350,000 active; Potency, µM (top dose mostly 102 µM), for the others: at the highest dose activity, negative = inhibition, usual class: inhibitors; Q96KQ7; G9a H3K9 monomethylation, AlphaScreen, 2 h; also: % is scaled to controls: 0 for no effect and ±100 for the full control effect; nearly all actives have a fitted effect of over 75% in size
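Step 1: enzyme (final 20 nM) with compound, 15 min RT. Step 2: substrate peptide 500 nM and SAM 20 uM, 2 h RT. Step 3: anti-H3K9me1 antibody and AlphaScreen beads, 10 min, then plate read.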
POLK inh: DNA polymerase kappa (human) inhibition. Q9UBT6. purified Pol kappa, fluorescent DNA synthesis assay, 10 min. Potency, µM (doses to about 107 µM), for inactives: at the top dose activity, negative = inhibition, actives largely listed as inhibitors. 0.53% of 400,000 active. AID 588579; also: % is scaled to controls: 0 for no effect and ±100 for the full control effect
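Enzyme at 10 nM met test compounds for 15 min at room temperature. Substrate addition (50 nM final) began the reaction, which was monitored by fluorescence at 0 and 10 min.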
JMJD2A Tudor inh: blocks the human JMJD2A Tudor domain. O75164. AlphaScreen JMJD2A-Tudor / H3K4me3 peptide binding. Potency, µM (titrated, usually from 114 µM), without a hit: at the highest dose activity change, negative = inhibition, usual class: inhibitors. 4.4% of 390,000 active. AID 504339; also: % is scaled to controls: 0 for no effect and ±100 for the full control effect; nearly all actives have a fitted effect of over 50% in size
Pol eta inh: blocks human DNA polymerase eta activity; recombinant Pol eta, fluorescent DNA replication assay; Potency, µM (doses to about 114 µM), inactives show at the top dose activity change, negative = inhibition, most hits filed as inhibitors; 1.2% of 390,000 active; AID 588591; also: % is scaled to controls: 0 for no effect and ±100 for the full control effect
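Pol eta (10 nM) was preincubated with compounds for 15 min at room temperature, after which fluorescent replication substrate (50 nM final) was added to start the reaction. Fluorescence was read kinetically at 0 and 10 min.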
BAZ2B inh: inhibitors of human BAZ2B bromodomain | AlphaScreen BAZ2B-H3K14Ac peptide displacement | Potency, µM (titrated, usually from 114 µM), for inactives: at the highest dose activity change, negative = inhibition, most hits filed as inhibitors | Q9UIF8 | 4.4% of 360,000 active; also: % is scaled to controls: 0 for no effect and ±100 for the full control effect; nearly all actives have a fitted effect of over 60% in size
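In this displacement format the biotinylated H3(5-23) peptide acetylated at Lys14 serves as ligand at 50 nM, with BAZ2B at 50 nM in PBS pH 7.4 containing 0.01% Tween-20. Donor and acceptor beads are 10 ug/mL final.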
Starred values were filed as active, the others as inactive; ? = inconclusive; . = no result given; [ ] = another dose, or the depositor's remark. Calls follow the shape of the dose curve; as a rule, active = well fitted curve in the direction sought with a large enough effect; inconclusive = small, poorly fitted or top-dose-only effect, or another doubt; inactive = no such curve, though single readings can be large; an effect the other way counts as inactive or inconclusive. Potency is read from the fitted curve at half-maximal effect. An excerpt; count on the stated rates, not on these rows.

molecule	POLK inh	Pol eta inh	POLI inh	BLM helicase inh	G9a block	Pol beta inh	JMJD2A Tudor inh	BAZ2B inh	APEX1 inh
CC(Nc1nc(-c2cccnc2)nc2ccccc12)c1ccc(F)cc1 (stereo unspecified)	6%	-8%	1%	-5%	-13%	-1%	-29%	-15%	14%
CCOC(=O)C1=CC[C@@H](c2cc3ccc(OC)cc3n2C)N(S(=O)(=O)c2ccc(C)cc2)[C@H]1C(=O)OCC	-4%	-14%	13%	.	-3%[0.501 µM]	.	?	-4%	3%
COc1ccc(O)c(/C=N/NC(=S)NCCc2ccccc2)c1	-10%	-20%	14%	-5%	19%	54%	-34%	?	-8%
ClCC(CNCc1ccccc1)c1ccccc1 (stereo unspecified)	-26%	0%	4%	.	.	.	-5%	.	.
CC(=O)c1c(C)[nH]c(C(=O)CN2CCN(S(=O)(=O)c3ccc(C(C)C)cc3)CC2)c1C	2%	-5%	4%	.	-43%[59 µM]	.	-2%	-2%	34%
CC(C)(C)OC(=O)C[C@@H]1C/C=C\C[C@H](CC(=O)NCCO)C(=O)N[C@@H](c2ccccc2)COC1=O	3%	-13%	-4%	.	.	.	1%	.	3%
O=C(Nc1ccc(NC(=O)C2CCCCC2)nc1)c1ccco1	-8%	-13%	-7%	0%	.	46%	-4%	-6%	1%
CC(=O)C1=C(O)CCC1=NCCc1ccccc1	-5%[60.1 µM]	-13%	45%[activator]	-1%	10%	1%	-8%	5%	2%
Cc1ccc(/C=C/C(=O)c2ccc([N+](=O)[O-])o2)cc1	-3%	-4%	?	.	-5%[2.33 µM]	.	-30%	-5%	17%
Cc1ccc(C(=O)N2CCC(n3nccc3NC(=O)C3CCOC3)CC2)cc1 (stereo unspecified)	-14%	-12%	46%[activator]	1%	.	6%	-18%	0%	-11%
Cc1ccc(S(=O)(=O)NNC(=S)NC(C)(C)C)cc1	-1%	-19%	-23%[58.9 µM]	-1%	.	28%	3%	-2%	10%
COC(=O)c1ccc2c(=O)n(CCCCCC(=O)N3CCN(c4ccc(OC)cc4)CC3)c(=O)[nH]c2c1	-7%[60.1 µM]	13%	-5%	-2%	-45%[59 µM]	1%	-29%	-17%	.
Cc1nnc(NC(=O)C(C)Sc2nnc(CNC(=O)c3ccccc3F)n2C)s1 (stereo unspecified)	8%	-10%	?	.	-23%	.	-4%	6%	1%
Cc1ccc(S(=O)(=O)N2CCN(C(=O)c3n[nH]c4ccccc34)CC2)cc1	2%	-10%	?	.	-41%[12.7 µM]	.	-19%	-25%	42%
O=C(CCn1cccn1)Nc1ccc(Br)cc1F	0%	-9%	4%	-1%	9%[59 µM]	81%	-12%	-7%	.
CCOc1ccccc1NC(=O)COc1ccc(S(=O)(=O)NC2CCCCC2)cc1	-17%	-25%	0%	-9%	-2%[59 µM]	?	-14%	-6%	.
C=CCOC(=O)C1=C(C)Nc2nnnn2C1c1cc(OC)ccc1OC (stereo unspecified)	-9%	-12%	2%	1%	?	2%	-9%	-17%	5%
COCC(=O)N(C)C[C@H]1N[C@@](C)(C(=O)OC)[C@H]2C(=O)N(C)C(=O)[C@@H]12	-1%	-9%	-14%	.	.	.	-22%	.	-5%
CN(C)c1ncc2nc(-c3cn(C)c4ccccc34)c(=O)n(C[C@H]3CCCO3)c2n1	4%[60.1 µM]	.	.	-1%	1%[0.501 µM]	.	.	.	-6%
CCCN1CCN(C(=S)Nc2ccccc2C(F)(F)F)CC1	-3%	-12%	-6%	2%	40µM*	4%[57.1 µM]	-5%	-3%	-6%
CC(C)CN(C(=O)c1cccc(F)c1)c1c(N)n(CC(C)C)c(=O)[nH]c1=O	3%	-9%	49%[activator]	-1%	22%	56%	11%	11%	-2%
COc1ccccc1CN1CCC(CNS(=O)(=O)c2cc(-c3cc(C)no3)ccc2C)CC1	0%	-17%	74%[activator]	7%	14%[59 µM]	20%	-6%	-23%	35%
NC(=O)CC(NC(=O)Cc1ccc(Cl)cc1)c1ccc(NCC2CC2)c([N+](=O)[O-])c1 (stereo unspecified)	13%	-10%	-11%	-3%	?	-7%	-26%	-7%	0%
CC(C)N(C(=O)[C@H]1C[C@H](CC(=O)NCCC2=CCCCC2)C(=O)N2CCc3c([nH]c4ccc(Cl)cc34)[C@]12C)C(C)C	-7%	-15%	-20%	.	.	.	?	.	-25%
O=S(=O)(c1ccc(F)cc1)N1CCC(n2cnc3ccccc32)CC1	-2%	-21%	92%[activator]	-1%	9%	14%	4%	-15%	21%
COc1cc2ccc(=O)oc2cc1OCC(O)C(C)(C)O (stereo unspecified)	?	-4%	?	-1%	16%[59 µM]	35µM*	-6%	1%	?
O=C(NCC(c1cccnc1)N1CCc2ccccc21)c1ccccc1Br (stereo unspecified)	-6%	1%	7%	-4%	-7%[59 µM]	2%	-4%	-10%	.
COc1ccccc1/C=C1\SC(=S)N(CCC(=O)NCCCn2ccnc2)C1=O	-11%	5%	20%	-9%	?	-7%	-1%	50µM*	48%[activator]
COc1ccc(OC)c(C2C(C(=O)Nc3ccc(F)cc3)=C(C)Nc3nc(CCCO)nn32)c1 (stereo unspecified)	14%	-4%	25%	-9%	?	6%	-9%	-16%	2%
O=C(O)c1cc([N+](=O)[O-])c(Sc2nc3ccccc3[nH]2)c([N+](=O)[O-])c1	-7%	?	?	-4%	40µM*	8%	-7%	-7%	6%
Cc1ccc(C(=O)OC2CCS(=O)(=O)c3sccc32)cc1 (stereo unspecified)	-3%	-12%	20%	-3%	2%	-27%	-5%	-4%	0%
COc1ccc(-c2nc3c4ccccc4ccn3c2C=O)cc1	-9%	-7%	14%	-2%	16%	20%	-9%	-11%	-3%
Cc1cc(C)n2nc(CNC(=O)c3c(F)cccc3F)nc2n1	-2%	-4%	-10%	-1%	-18%[59 µM]	35%	-6%	0%	.
CN(CC(=O)Nc1ccccc1Br)Cc1nc2ccccc2c(=O)[nH]1	-3%	-10%	16%	-1%	5%	25%	11%	-5%	31%[activator]
O=C(CCC(=O)c1cccs1)OCC(=O)c1ccccc1F	-3%	-9%	2%	.	-24%	.	18%	15%	19%
N#Cc1nc(-c2ccc(COc3ccccc3)o2)oc1NCc1ccccc1	3%	-17%	7%	-7%	?	-3%	-25%	?	.

Filtered by structure: the entries above with a Cl atom
molecule	POLK inh	Pol eta inh	POLI inh	BLM helicase inh	G9a block	Pol beta inh	JMJD2A Tudor inh	BAZ2B inh	APEX1 inh
ClCC(CNCc1ccccc1)c1ccccc1 (stereo unspecified)	-26%	0%	4%	.	.	.	-5%	.	.
NC(=O)CC(NC(=O)Cc1ccc(Cl)cc1)c1ccc(NCC2CC2)c([N+](=O)[O-])c1 (stereo unspecified)	13%	-10%	-11%	-3%	?	-7%	-26%	-7%	0%
CC(C)N(C(=O)[C@H]1C[C@H](CC(=O)NCCC2=CCCCC2)C(=O)N2CCc3c([nH]c4ccc(Cl)cc34)[C@]12C)C(C)C	-7%	-15%	-20%	.	.	.	?	.	-25%

Carrying on:
molecule	POLK inh	Pol eta inh	POLI inh	BLM helicase inh	G9a block	Pol beta inh	JMJD2A Tudor inh	BAZ2B inh	APEX1 inh
On1nnc2cc(C(F)(F)F)ccc21	-3%	-15%	5%	-1%	-3%	10%	-7%	-2%	5%
COCCn1cnnc1SCC(=O)c1ccc(S(=O)(=O)N2CCCC2)cc1	-1%	-3%	?	-8%	-3%[59 µM]	4%	-3%	-4%	-2%
CCN(CC)C(=O)[C@H]1C[C@H](CC(=O)NCc2ccco2)C(=O)N2CCc3c([nH]c4cc(-c5ccco5)ccc34)[C@]12C	-7%	-22%	-5%	.	.	.	50µM*	.	-13%
CCOC(=O)C1=C(C)NC(=S)NC1c1cccs1 (stereo unspecified)	-1%	-8%	4%	-9%	-3%[59 µM]	1%	0%	-6%	5%
Cc1cc(N2CCN(C)CC2)ccc1NC(=O)c1c2c(nc3ccccc13)CCN(Cc1ccccc1)C2	-9%	?	15%	-1%	35µM*	-34%	?	?	-4%
Cc1ccc(SCC(=O)NCCC2=CCCCC2)cc1	-1%	-10%	10%	1%	32%[59 µM]	14%	35%	58%[activator]	-4%
Nc1c(-c2nc(-c3ccc(Cl)cc3)cs2)c2ccccn2c1C(=O)c1ccc2c(c1)OCO2	-4%	.	-6%	-2%	38%[activator][59 µM]	27%	-10%	3%	.
C=CCn1c(C)c(C(C)=O)cc(NC(=O)c2ccccc2)c1=O	-2%	-17%	84%[activator]	-1%	-2%	-2%	2%	-7%	2%
CC1CCC(=NNc2ccc(C(F)(F)F)cc2[N+](=O)[O-])CC1 (stereo unspecified)	-21%	-14%	0%	0%	3.5µM*	-26%	40µM*	10µM*	4%
CCC(Oc1ccc(C)cc1)C(=O)Nc1ccc(S(=O)(=O)Nc2cc(C)on2)cc1 (stereo unspecified)	1%	-2%	108%[activator]	1%	-9%[59 µM]	?	-18%	2%	4%[12.4 µM]
C=CCn1c(O)c(N=NC(=O)CNC(=O)/C=C/c2ccc(OC)cc2)c2ccccc21	-13%	10%	15%	-4%	.	39%	-21%	-35%	0%
Cc1cc(=O)oc2cc(OCC3CC(c4ccc(Br)cc4)=NO3)ccc12 (stereo unspecified)	-11%	-10%	-42%	-6%	-6%	3%	-6%	1%[57.1 µM]	-1%
CCOc1ccc(NC(=O)CCC(=O)N/N=C/c2ccc3c(c2)OCO3)cc1	1%[60.1 µM]	15%	-9%	-9%	2%[59 µM]	?	-17%	-12%	-6%
COc1ccc(O)c(C(=O)c2cnc3c(c2)c(-c2ccc(F)cc2)c(C#N)c(=O)n3C)c1	-5%	-10%	112%[activator]	-10%	-39%	-5%	-35%	?	12%
COC(=O)N/N=C/c1ccc(-c2ccc(C)c(Cl)c2)o1	-11%	-7%	9%	2%	-11%[59 µM]	1%	-19%	2%	-2%
Cc1ccc(C)c(NC(=O)c2ccc(OC(=O)c3ccco3)cc2)c1	-6%	-15%	1%[58.9 µM]	-7%	12%[12.7 µM]	7%	-6%	11%	-6%
CC(OC(=O)c1cccnc1Cl)C(=O)Nc1ccc(S(N)(=O)=O)cc1 (stereo unspecified)	2%	-13%	82%[activator]	-3%	54%	-3%	6%	14%	8%

Source: PubChem BioAssay
